DT40 TDP1 CPT: growth inhibition of DT40 Tdp1-/-;hTDP1 cells with camptothecin (screen for TDP1 inhibitors); chicken DT40 Tdp1-/-;hTDP1 cells + 20 nM CPT, ATP luminescence, 48 h; Potency, µM (top dose mostly 46.2 µM), for the others: top-dose activity change, negative = growth inhibition, actives largely listed as inhibitors; actives 12% (n = 420,000); AID 686979; note: nearly all actives have a fitted effect of over 55% in size
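Cell growth measured by CellTiter-Glo luminescence after a minimum 48 h, 37 C compound exposure with 20 nM CPT in Tdp1-knockout DT40 cells stably expressing hTDP1, seeded 400/well; qHTS titration format.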
GCN5L2 inh: inhibitors of human GCN5L2 histone acetyltransferase; Q92830; GCN5L2 HAT assay, ThioGlo1 CoA-SH fluorescence; Potency, µM (titrated, usually from 58.9 µM), for the others: top-dose activity change, negative = inhibition, actives largely listed as inhibitors; actives 0.21% (n = 390,000); AID 504327
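Preincubate 20nM GCN5L2 with compound 15 min, RT → add 50uM ThioGlo1 + 75uM H3(1-25) + 70uM acetyl-CoA → read fluorescence 0 and 20 min. Primary qHTS; fluorescent artifacts likely.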
FEN1 inh: human FEN1 inhibition; P39748; Recombinant FEN1 flap cleavage, fluorescence, 15 min; Potency, µM (top dose mostly 114 µM), for inactives: at the top dose activity change, negative = inhibition, actives largely listed as inhibitors; actives 0.35% (n = 390,000); AID 588795; note: nearly all actives have a fitted effect of over 65% in size
Target sequence (P39748 whole entry, looked up): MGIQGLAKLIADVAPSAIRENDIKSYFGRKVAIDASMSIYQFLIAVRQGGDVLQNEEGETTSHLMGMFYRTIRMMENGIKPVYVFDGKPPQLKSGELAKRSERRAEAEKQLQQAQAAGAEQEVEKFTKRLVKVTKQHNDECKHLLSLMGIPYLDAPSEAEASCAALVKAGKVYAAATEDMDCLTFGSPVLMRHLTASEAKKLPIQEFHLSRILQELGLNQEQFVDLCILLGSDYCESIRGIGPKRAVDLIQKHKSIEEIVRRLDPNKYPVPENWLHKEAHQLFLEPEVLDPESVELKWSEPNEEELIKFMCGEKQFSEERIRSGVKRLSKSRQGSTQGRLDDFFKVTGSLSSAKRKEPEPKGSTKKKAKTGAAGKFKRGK
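Steps: FEN1 (10 nM) dispensed; compound added by pin tool; 15 min at room temperature; substrate added to 50 nM final; reads at 0 min and 15 min; data normalized and fitted (four-parameter Hill).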
Numbers without * were called inactive; & = joins results of further samples. Calls come from the whole dose curve; as a rule, active = well fitted curve in the direction sought with a large enough effect; inconclusive = small, poorly fitted or top-dose-only effect, or another doubt; inactive = no such curve, though single readings can be large; an effect the other way counts as inactive or inconclusive. % is set by controls: 0 for no effect and ±100 for the full control effect; potency is the fitted concentration of half-maximal effect. These rows are one share of the data; count on the stated rates, not on these rows.

O=C1c2ccccc2S(=O)(=O)c2cc(N3CCN(c4ccccn4)CC3)ccc21 was read as DT40 TDP1 CPT -14% and FEN1 inh 13%.
Cc1cccc(NC(=O)CN2C(=O)S/C(=C\c3ccc(O)c([N+](=O)[O-])c3)C2=O)c1 was read as DT40 TDP1 CPT 0%, GCN5L2 inh inconclusive and FEN1 inh -1%.
COc1cc(N/N=C/c2ccc(N(C)C)cc2)ncn1 was read as DT40 TDP1 CPT -30%, GCN5L2 inh -9% and FEN1 inh 4%.
Screening O=C(CC(c1cccs1)N1Cc2ccccc2C1=O)Nc1ccc(F)c(Cl)c1 (stereo not given) returned DT40 TDP1 CPT -32%, GCN5L2 inh 2% and FEN1 inh 12%.
`O=C(NC(=S)NCCc1ccccc1)c1ccccc1` gave DT40 TDP1 CPT -24%, GCN5L2 inh -2% and FEN1 inh -3%.
`Cc1ccc(-c2cc(C(=O)Nc3ccc(SC(F)F)cc3)no2)cc1F` gave DT40 TDP1 CPT inconclusive, GCN5L2 inh -14% and FEN1 inh -6%.
Screening COC(=O)NNC(=O)COc1ccc(Br)c(C)c1 returned DT40 TDP1 CPT 0%, GCN5L2 inh -6% and FEN1 inh 8%.
Screening CC1=C(C(=O)OCc2ccc3c(c2)OCO3)C(c2ccc(F)cc2)NC(=O)N1 (stereo not given) returned DT40 TDP1 CPT 4.1µM*, GCN5L2 inh -8% and FEN1 inh -7%.
For C[n+]1cccc(C(=O)[O-])c1 the results were DT40 TDP1 CPT -8%&10%, GCN5L2 inh -13%&4% and FEN1 inh 5%.
`O=C(CCNS(=O)(=O)c1ccc2c(c1)CCN2C(=O)C1CC1)Nc1ccc(F)cc1F` gave DT40 TDP1 CPT 8.2µM*, GCN5L2 inh 3% and FEN1 inh 17%.
COc1ccc(C(=O)N2CCCC(c3nc(-c4ccc(OC)c(OC)c4)no3)C2)c(OC)c1 (stereo not given) was read as DT40 TDP1 CPT inconclusive, GCN5L2 inh 1% and FEN1 inh -4%.
For COc1ccc(/C=N/Nc2nc(-c3cccnc3)nc3ccccc23)cc1OC the results were DT40 TDP1 CPT 16µM*, GCN5L2 inh -14% and FEN1 inh inconclusive.
For COC(=O)c1ccc(NC(=S)Nc2ccccn2)cc1 the results were DT40 TDP1 CPT inconclusive, GCN5L2 inh -4% and FEN1 inh -3%.
Screening Cc1ccc(C(=O)N2CCC(N3CCN(Cc4ccc(F)cc4)C(=O)C3=O)CC2)cc1 returned DT40 TDP1 CPT -4%, GCN5L2 inh -1% and FEN1 inh -8%.
CC(C)C(=O)Nc1ccc(C(=O)NNC(=O)CCCOc2ccc(Cl)cc2Cl)cc1 was read as DT40 TDP1 CPT -5%, GCN5L2 inh 0% and FEN1 inh -1%.

Sorted by formula weight (low to high): some entries from above.
For C[n+]1cccc(C(=O)[O-])c1 the results were DT40 TDP1 CPT -8%&10%, GCN5L2 inh -13%&4% and FEN1 inh 5%.
COc1cc(N/N=C/c2ccc(N(C)C)cc2)ncn1 was read as DT40 TDP1 CPT -30%, GCN5L2 inh -9% and FEN1 inh 4%.
For COC(=O)c1ccc(NC(=S)Nc2ccccn2)cc1 the results were DT40 TDP1 CPT inconclusive, GCN5L2 inh -4% and FEN1 inh -3%.
`Cc1ccc(-c2cc(C(=O)Nc3ccc(SC(F)F)cc3)no2)cc1F` gave DT40 TDP1 CPT inconclusive, GCN5L2 inh -14% and FEN1 inh -6%.
Screening CC1=C(C(=O)OCc2ccc3c(c2)OCO3)C(c2ccc(F)cc2)NC(=O)N1 (stereo not given) returned DT40 TDP1 CPT 4.1µM*, GCN5L2 inh -8% and FEN1 inh -7%.
CC(C)C(=O)Nc1ccc(C(=O)NNC(=O)CCCOc2ccc(Cl)cc2Cl)cc1 was read as DT40 TDP1 CPT -5%, GCN5L2 inh 0% and FEN1 inh -1%.

Other results
For CCCCOc1cc(NCc2ccccc2)c2ncn(C(C)C)c2c1 the results were DT40 TDP1 CPT 23µM*, GCN5L2 inh -20% and FEN1 inh -20%.
Screening CC1C(=O)N2CCCc3cc(S(=O)(=O)N(C)Cc4ccccc4)cc1c32 (stereo not given) returned DT40 TDP1 CPT inconclusive, GCN5L2 inh 0% and FEN1 inh -12%.
CCOc1cccc(C(=O)NC(=S)NCc2cccnc2)c1 was read as DT40 TDP1 CPT -10%, GCN5L2 inh 1% and FEN1 inh 6%.
Screening COc1ccc2[nH]cc(CCNC(=O)C3CC3)c2c1 returned DT40 TDP1 CPT -4% and GCN5L2 inh 6%.
For CCSc1ncc(Cl)c(C(=O)Nc2ccc(S(=O)(=O)N(C)c3ccccc3)cc2)n1 the results were DT40 TDP1 CPT 12µM*, GCN5L2 inh -7% and FEN1 inh 0%.
For CC(O)Cc1nsc(NC(=O)c2cccs2)n1 (stereo not given) the results were DT40 TDP1 CPT -5%, GCN5L2 inh -8% and FEN1 inh -13%.
Screening Cc1ccc(OCC(=O)Nc2sc3c(c2C#N)CC(C)(C)NC3(C)C)cc1 returned DT40 TDP1 CPT inconclusive, GCN5L2 inh -5% and FEN1 inh 1%.
`COc1cc(/C=N/NC(=O)C(=O)NCc2ccco2)cc(Br)c1O` gave DT40 TDP1 CPT 0%, GCN5L2 inh -8% and FEN1 inh 4%.
`CCc1cc2c(=O)n(CC(=O)NCCc3ccc(OC)c(OC)c3)cnc2s1` gave DT40 TDP1 CPT -9%, GCN5L2 inh -12% and FEN1 inh 12%.
O=S(=O)(NCCN1CCN(S(=O)(=O)c2ccccc2F)CC1)c1ccccc1F was read as DT40 TDP1 CPT -11%, GCN5L2 inh -3% and FEN1 inh 0%.
For Cc1cccc(NC(=O)NC(=S)NC(=O)c2ccccc2)c1 the results were DT40 TDP1 CPT 8.2µM*, GCN5L2 inh 0% and FEN1 inh 0%.
Screening Cc1cccc(OCC(=O)Nc2ccc3nc(SCc4ccccc4)sc3c2)c1 returned DT40 TDP1 CPT -30%, GCN5L2 inh -1% and FEN1 inh 6%.
`O=C(NCCCn1ncc2ccccc21)c1cc(COc2c(F)cccc2F)on1` gave DT40 TDP1 CPT inconclusive, GCN5L2 inh 0% and FEN1 inh -7%.
O=C(COc1ccc2c(c1)OCO2)Nc1ccc2c(c1)oc1ccccc12 was read as DT40 TDP1 CPT -29%, GCN5L2 inh -5% and FEN1 inh 5%.
`Cc1cc(C)cc(NC(=O)CCCn2c(=O)c3cccn3c3ccccc32)c1` gave DT40 TDP1 CPT -11%, GCN5L2 inh -7% and FEN1 inh 3%.
`Cc1nc2sc(C(c3ccc(F)cc3)N3CCN(C(=O)c4ccco4)CC3)c(O)n2n1` (stereo not given) gave DT40 TDP1 CPT inconclusive, GCN5L2 inh 23% and FEN1 inh -5%.
For COc1ccccc1NC(=O)CN1C(=O)C(C)Oc2ccccc21 (stereo not given) the results were DT40 TDP1 CPT -18%, GCN5L2 inh 1% and FEN1 inh -2%.
Screening COc1ccc(-c2noc(-c3ccc(NC4CCCC4)c([N+](=O)[O-])c3)n2)cc1OC returned DT40 TDP1 CPT 1%, GCN5L2 inh -22% and FEN1 inh 9%.
O=C(NCCS(=O)(=O)N1CCN(c2ccc(F)cc2)CC1)c1cc(=O)c2ccccc2o1 was read as DT40 TDP1 CPT inconclusive, GCN5L2 inh -2% and FEN1 inh 5%.
For CCCCC(=O)Nc1ccc(C(=O)Nc2cccnc2)cc1 the results were DT40 TDP1 CPT -7%, GCN5L2 inh -12% and FEN1 inh -7%.
`Cc1occc1C(=O)NNC(=O)Nc1ccc(F)cc1F` gave DT40 TDP1 CPT -7%, GCN5L2 inh -1% and FEN1 inh 1%.
For COc1ccc(NC(=O)CCNC(=O)C2CCN(S(=O)(=O)c3ccc(F)cc3)CC2)cc1OC the results were DT40 TDP1 CPT 1%, GCN5L2 inh -6% and FEN1 inh 8%.
For Cc1ccc(CN2CCSc3ccc(C(=O)Nc4ccc(Cl)cc4)cc32)cc1 the results were DT40 TDP1 CPT 23µM*, GCN5L2 inh 1% and FEN1 inh 4%.
Screening Cc1cccc(C(=O)Nc2ccc(Oc3cnccn3)cc2)c1 returned DT40 TDP1 CPT -12%, GCN5L2 inh -15% and FEN1 inh 7%.
O=C(CSc1nc2c(c(=O)n1-c1ccc(F)cc1)SCC2)Nc1ccc2c(c1)OCO2 was read as DT40 TDP1 CPT -7% and FEN1 inh -3%.
COc1ccc(N(CC(=O)N2CC=C(c3ccccc3)CC2)S(=O)(=O)c2c(C)noc2C)cc1 was read as DT40 TDP1 CPT inconclusive, GCN5L2 inh -11% and FEN1 inh -1%.
For Cc1ccc(NC(=S)NCc2ccccc2)cc1[N+](=O)[O-] the results were DT40 TDP1 CPT inconclusive, GCN5L2 inh -6% and FEN1 inh -21%.
`Cc1cc(C(=O)NNC(=O)c2ccc(S(=O)(=O)N(C)C)cc2)c(C)o1` gave DT40 TDP1 CPT -6%, GCN5L2 inh -1% and FEN1 inh -12%.
`CC(Oc1ccc(Br)cc1)C(=O)NNC(=O)CCN1CCN(c2ccccc2)CC1` (stereo not given) gave DT40 TDP1 CPT inconclusive, GCN5L2 inh -6% and FEN1 inh 6%.
`COc1cccc(N2CCN(c3ccc4nnc(CCC(=O)Nc5ccc(OC)c(OC)c5)n4n3)CC2)c1` gave DT40 TDP1 CPT inconclusive, GCN5L2 inh 0% and FEN1 inh 12%.

Continued; it opens with the 2 that closed the last part.
`CC(Oc1ccc(Br)cc1)C(=O)NNC(=O)CCN1CCN(c2ccccc2)CC1` (stereo not given) gave DT40 TDP1 CPT inconclusive, GCN5L2 inh -6% and FEN1 inh 6%.
`COc1cccc(N2CCN(c3ccc4nnc(CCC(=O)Nc5ccc(OC)c(OC)c5)n4n3)CC2)c1` gave DT40 TDP1 CPT inconclusive, GCN5L2 inh 0% and FEN1 inh 12%.
CCOC(=O)C1(C(=O)OCC)C(c2ccccc2)CC(O)N1C(C)=O (stereo not given) was read as DT40 TDP1 CPT 19%, GCN5L2 inh 0% and FEN1 inh -3%.
`Cc1ccc(-c2cc(N)n3nc(-c4ccc(C)cc4)cc3n2)cc1` gave DT40 TDP1 CPT inconclusive, GCN5L2 inh -1%&1% and FEN1 inh 2%&-2%.
For COC(=O)c1ccc(C(=O)OC)c(NC(=S)N2CCN(c3ccccc3F)CC2)c1 the results were DT40 TDP1 CPT 2%, GCN5L2 inh -3% and FEN1 inh -13%.
`CCOc1ccc(NC(=O)CCc2nnc3n(C)c(=O)c4sccc4n23)cc1` gave DT40 TDP1 CPT -5%, GCN5L2 inh -11% and FEN1 inh -2%.
Screening COc1ccc(CCNC(=O)c2cc3c(=O)n4cccc(C)c4nc3n(CC3CCCO3)c2=N)cc1 (stereo not given) returned DT40 TDP1 CPT 3.3µM*, GCN5L2 inh -2% and FEN1 inh -17%.
CC(C)N1CCC(N2CCN(C/C=C/c3ccccc3)CC2CCO)CC1 (stereo not given) was read as DT40 TDP1 CPT inconclusive, GCN5L2 inh -6% and FEN1 inh 7%.
`Oc1c(C(c2ccccc2Cl)N2CCN(Cc3ccccc3)CC2)sc2nc(-c3ccco3)nn12` (stereo not given) gave DT40 TDP1 CPT inconclusive, GCN5L2 inh -2% and FEN1 inh -7%.
CCC(=O)c1ccc(OCC(O)CN2CCCCC2)cc1 (stereo not given) was read as DT40 TDP1 CPT -22%, GCN5L2 inh -3% and FEN1 inh 8%.
Screening Cc1ccc2oc3c(c(=O)c2c1)C(c1ccccc1F)N(CCCN(C)C)C3=O (stereo not given) returned DT40 TDP1 CPT -11%, GCN5L2 inh -7% and FEN1 inh -15%.
Screening O=C(Nc1ccc(S(=O)(=O)Nc2ncccn2)cc1)c1nn(Cc2ccccc2)c(=O)c2ccccc12 returned DT40 TDP1 CPT -29%, GCN5L2 inh -11% and FEN1 inh -3%.
O=C(COc1ccccc1)NC(=S)Nc1ccc2c(c1)Cc1ccccc1-2 was read as DT40 TDP1 CPT inconclusive, GCN5L2 inh -3% and FEN1 inh -1%.
Screening O=C(NC(=O)c1ccccc1)Nc1ccc(Cl)cn1 returned DT40 TDP1 CPT -3%, GCN5L2 inh -1% and FEN1 inh 22%.
Screening O=C(NCC1CCCO1)C(c1ccc(F)cc1)N(C(=O)Cn1nnc(-c2ccc(F)cc2)n1)c1cccc(O)c1 (stereo not given) returned DT40 TDP1 CPT inconclusive, GCN5L2 inh -12% and FEN1 inh -4%.
For NC(=O)[C@H]1CC2(CC(c3cccc(NC(=O)[C@H]4CCC(=O)N4)c3)=NO2)CN1C(=O)c1ccccc1C(=O)c1ccccc1 (stereo not given in full) the results were DT40 TDP1 CPT 1%, GCN5L2 inh 28% and FEN1 inh 1%.
For CCOc1ccc(N(CC(=O)Nc2ccccc2OCC)S(=O)(=O)c2c(C)noc2C)cc1 the results were DT40 TDP1 CPT 5.2µM*, GCN5L2 inh -17% and FEN1 inh -14%.
`CCCCCN(CCCCC)c1ccc(/C=C/c2ccnc3ccccc23)cc1` gave DT40 TDP1 CPT inconclusive and FEN1 inh -14%.
For C=C1NN(CC#N)C(=O)N1c1ccc(OCc2ccccc2)cc1 the results were DT40 TDP1 CPT 8% and FEN1 inh -17%.

Screening results deposited in PubChem BioAssay by National Center for Advancing Translational Sciences (NCATS).
